SENP7 inh – SENP7 protease inhibitors, primary screen, biochemical, luminescence, uHTS; Sentrin-specific protease 7 (Homo sapiens), Q9BQF6; recombinant SENP7, Z-RLRGG-aminoluciferin luminescence, 40 min; inhibition, % at 5 µM; 1.5% of 330,000 active; AID 434973, 2010;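 active means inhibition above about 50% at the single test dose, limit read from the data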;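 further: plate controls were DMSO with enzyme for no effect and no enzyme buffer wells for full effect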
HKDC1 inh – HKDC1 hexokinase inhibitors, primary screen, biochemical, fluorescence, uHTS. Q2TB90. recombinant HKDC1, G6PDH/diaphorase resazurin coupled fluorescence. inhibition, % at 20 µM. 0.16% of 340,000 active. AID 493160, 2011;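 active means inhibition above about 35% when tested at 20 µM, limit read from the data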;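 further: plate controls were DMSO wells with enzyme for no effect and DMSO wells lacking enzyme for full effect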
Target sequence (Q2TB90 whole entry, looked up): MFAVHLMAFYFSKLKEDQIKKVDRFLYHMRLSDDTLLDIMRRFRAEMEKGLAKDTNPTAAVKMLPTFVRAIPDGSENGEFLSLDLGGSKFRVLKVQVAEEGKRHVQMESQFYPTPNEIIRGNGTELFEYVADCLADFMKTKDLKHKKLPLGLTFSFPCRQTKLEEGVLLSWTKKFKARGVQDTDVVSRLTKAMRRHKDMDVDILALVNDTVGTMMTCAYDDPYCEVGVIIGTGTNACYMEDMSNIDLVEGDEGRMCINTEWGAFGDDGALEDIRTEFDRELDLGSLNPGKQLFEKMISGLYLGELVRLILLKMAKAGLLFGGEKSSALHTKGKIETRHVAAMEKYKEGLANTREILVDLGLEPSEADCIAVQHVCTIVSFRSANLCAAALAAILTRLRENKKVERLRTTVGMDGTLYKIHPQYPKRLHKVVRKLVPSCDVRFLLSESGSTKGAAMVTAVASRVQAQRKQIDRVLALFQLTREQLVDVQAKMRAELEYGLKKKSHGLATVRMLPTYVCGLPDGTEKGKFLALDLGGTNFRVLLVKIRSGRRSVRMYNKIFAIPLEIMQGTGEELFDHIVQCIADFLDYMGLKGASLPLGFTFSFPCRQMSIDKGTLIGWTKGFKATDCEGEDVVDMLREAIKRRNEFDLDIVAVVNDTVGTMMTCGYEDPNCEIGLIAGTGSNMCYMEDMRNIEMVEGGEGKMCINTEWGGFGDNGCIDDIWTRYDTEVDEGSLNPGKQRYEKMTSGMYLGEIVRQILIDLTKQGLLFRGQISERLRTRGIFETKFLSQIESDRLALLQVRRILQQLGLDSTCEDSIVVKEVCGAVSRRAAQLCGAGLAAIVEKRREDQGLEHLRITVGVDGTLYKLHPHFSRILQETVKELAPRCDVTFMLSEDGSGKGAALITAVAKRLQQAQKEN
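Assay system: in-house recombinant HK5 (HKDC1) enzyme. Input: HKDC1 at 5 µg/mL. Medium: Tris pH 8.0 buffer with MgCl2, Tween-20, BSA, BME. Dosing: single 20 µM dose. Schedule: 90 min reaction incubation at room temperature, dark. Signal: resazurin-to-resorufin fluorescence via G6PDH and diaphorase coupling, 525/613 nm. Controls: DMSO-enzyme wells negative, buffer-substituted wells positive.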
Jurkat NFkB inh – inhibitors of induced NF-kB luciferase reporter, primary screen, TCR NF-kB activation inhibitor project, cell-based, luminescence, uHTS | AID 435003, 2010 | 0.53% of 330,000 active | inhibition, % at 4 µM | Jurkat, PMA/ionomycin-induced NF-kB luciferase reporter
UBC13 inh – UBC13 polyubiquitin chain formation inhibitors, primary screen, biochemical, TR-FRET, uHTS. AID 485273, 2010. 0.47% of 330,000 active. inhibition, % at 20 µM. Ubiquitin-conjugating enzyme E2 N (Homo sapiens), P61088; in the data active means inhibition above about 45%, passing the limit was not always enough
Apaf1 inhib – inhibitors of human Apaf-1 apoptosome, primary screen, biochemical, DEVD-Rh110 fluorescence, uHTS; Apoptotic protease-activating factor 1 (Homo sapiens), O14727; reconstituted apoptosome caspase-3 activity; inhibition, % at 20 µM; 0.71% of 330,000 active; AID 489030, 2010; active means inhibition of at least 40% at 20 µM;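 further: plate controls were DMSO wells for no effect and DEVD-CHO caspase inhibitor wells for full effect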
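Material: reconstituted apoptosome with Apaf-1, cytochrome c, caspase-9, procaspase-3, dATP / Buffer or medium: pH 7.5 Hepes buffer with CHAPS, BSA, DTT / Also added: cytochrome c with DEVD-Rh110 / Schedule: compound with Apaf-1, dATP, procaspase-3 30 min, then 50 min reaction, room temperature / Technique: rhodamine 110 fluorescence at Ex 480/Em 540 nm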
697 NFkB inh – inhibitors of PMA/ionomycin-induced NF-kB reporter, 697 cells, primary screen, B-cell NF-kB inhibitor project, cell-based, luminescence, uHTS | inhibition, % at 4 µM | 0.33% of 330,000 active | 697 B-cell NF-kB luciferase reporter, 16 h | AID 435022, 2010; in the data active means inhibition above about 35%
Gli-Sufu antag – Gli-Sufu pathway antagonists, primary screen, luciferase luminescence, Sufu-KO-LIGHT cells, uHTS; Sufu-KO-LIGHT fibroblasts, Gli luciferase reporter luminescence; inhibition, % at 5 µM; 0.74% of 340,000 active;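 active means inhibition above about 55%, limit read from the data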;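 further: 0% = DMSO-treated cells and 100% = wells with medium but no cells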
SENP8 block – SENP8 protease inhibitors, primary screen, biochemical, luminescence; inhibition, % at 10 µM; Sentrin-specific protease 8 (Homo sapiens), Q96LD8; 1.2% of 330,000 active; AID 2540, 2010; purified SENP8, Z-RLRGG-aminoluciferin cleavage
Target sequence (Q96LD8 whole entry, looked up): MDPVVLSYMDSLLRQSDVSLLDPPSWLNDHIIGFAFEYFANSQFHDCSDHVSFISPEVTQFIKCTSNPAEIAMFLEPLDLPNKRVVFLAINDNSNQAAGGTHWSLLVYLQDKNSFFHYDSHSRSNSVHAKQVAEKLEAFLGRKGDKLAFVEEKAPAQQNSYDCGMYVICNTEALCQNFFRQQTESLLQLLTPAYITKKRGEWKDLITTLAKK
The depositor's hits bear a star. Unless noted, no stated cut-off is given here; in the data, active means inhibition above about 50%; inactive means the rest. Not a hit list; any-hit rate near 3.6%.

SMILES	SENP7 inh	HKDC1 inh	Jurkat NFkB inh	UBC13 inh	Apaf1 inhib	697 NFkB inh	Gli-Sufu antag	SENP8 block
O=C(NCCCNC(=O)c1ccco1)c1ccc(F)cc1	-2.0	-2.0	4.6	7.2	-3.7	24.0	-18.8	9.0
Cc1ccc(SCCC(=O)Nc2cc(C)on2)cc1	2.8	-4.6	-3.4	8.4	3.4	1.0	2.3	2.2
COc1ccc(OC)c(S(=O)(=O)N2CCCC(C)C2)c1 (configuration not stated)	-1.3	6.3	13.0	7.3	-4.4	8.0	3.8	0.4
Cc1ccsc1C(=O)NC1CCCN(Cc2ccc(Cl)cc2)C1 (configuration not stated)	-7.0	-1.3	-4.8	0.0	18.8	11.7	18.3	-12.1
COC(C(=O)N1CCC(n2nccc2NC(=O)C2CC2)CC1)c1ccccc1 (configuration not stated)	9.3	4.8	-15.6	6.4	-10.3	-10.6	29.7	5.9
O=c1[nH]c2ccccc2c2nc3ccccn3c12	10.9	6.9	-54.8	-1.8	-1.3	-12.8	-14.9	-9.9
CCc1ccc(N(CC(=O)Nc2ccccc2C(=O)N2CCCC2)S(C)(=O)=O)cc1	-6.4	-4.9	-13.7	-4.7	-6.8	-30.5	4.1	-6.2
Cc1ccc(-n2c(SCC(=O)NCCN3C(=O)CSC3=O)nnc2-c2cccc(C)c2)cc1	2.1	4.7	5.5	-5.9	3.1	8.0	-1.9	2.3
CC(C)n1c(CCCO)nc2ccccc21	-4.9	-5.7	-8.1	-9.8	2.9	4.7	-0.7	-11.5
CCCCOc1ccc(CNC(=S)N/N=C/c2ccc(OC)c(OC)c2)cc1	0.3	-0.3	2.9	-2.0	7.8	-6.7	-5.7	0.2
Cc1ccc(-n2cc(-c3ccccc3)c3c(=O)[nH]cnc32)cc1	1.6	2.6	-2.4	8.6	5.6	14.3	-0.9	0.5
Cc1cc(=O)n2[nH]c(=O)c(N=Nc3ccccc3)c2[nH]1	8.3	-4.9	13.9	-85.7	5.4	11.6	7.4	17.7
CCOC(=O)c1ccc(NC(=O)CCc2nc(-c3ccccc3)no2)cc1	-3.8	7.2	10.6	11.1	13.6	10.4	0.5	0.3
Oc1ccc(/C=N/N=C/c2ccc(O)c(O)c2)cc1O	1.7	2.1	43.8	-10.9	-5.4	-97.2	2.9	1.6
CCCC1(C(=O)OCC)NC(c2ccc(O)cc2)C2C(=O)N(c3cccc(C(C)=O)c3)C(=O)C21 (configuration not stated)	4.2	-1.9	5.4	-3.7	-4.4	-5.4	7.8	4.1
O=C(Cn1cc(C(F)(F)F)ccc1=O)N1CCCc2ccccc21	3.2	-3.0	-1.3	8.9	-3.4	6.6	-5.6	-3.2
Cn1c(=O)c2c(nc(NCc3ccc4c(c3)OCO4)n2Cc2ccccc2F)n(C)c1=O	1.1	-2.3	21.8	5.2	14.2	-8.1	42.3	6.2
O=C(NCc1cccnc1)c1cccc2c1C(=O)N(Cc1cccnc1)C2	-1.7	-3.0	-17.0	8.3	-5.3	-20.2	0.0	2.5
CCOC(=O)C(CC)/C(C)=N\NC(=O)CCC(=O)Nc1ccc(Cl)cc1Cl (configuration not stated)	-4.4	-0.7	-16.9	-1.8	16.0	8.9	-1.9	-9.5
COc1ccc(CCN(C)C(=O)CNC(=O)c2ccc3c(c2)OCO3)cc1OC	-8.1	-2.4	2.6	-1.7	5.1	5.6	2.2	-4.1
CCn1c(=O)n(CC)c2cc(N)ccc21	4.1	-8.2	0.8	-4.6	4.5	18.1	-2.8	3.7
COc1ccc(S(=O)(=O)NC(C)C(=O)NCc2ccccn2)cc1OC (configuration not stated)	5.7	-3.0	11.6	3.5	-1.9	4.9	2.5	6.2
O=C(NN=C1CCCC1)c1cc(O)cc(O)c1	-1.1	5.0	9.9	2.3	-1.5	-1.4	9.9	-4.1
Cc1cc(C)cc(N=Cc2c(O)c3ccccc3oc2=O)c1	-7.3	-0.6	-4.5	18.1	-8.6	6.6	2.3	4.8
CC/C(=N/O)c1cnnc(SC)n1	6.8	-10.1	17.5	0.7	0.4	-36.6	-0.8	2.9

Pulled by structure from the entries so far (four):
SMILES	SENP7 inh	HKDC1 inh	Jurkat NFkB inh	UBC13 inh	Apaf1 inhib	697 NFkB inh	Gli-Sufu antag	SENP8 block
O=C(NN=C1CCCC1)c1cc(O)cc(O)c1	-1.1	5.0	9.9	2.3	-1.5	-1.4	9.9	-4.1
O=C(NCc1cccnc1)c1cccc2c1C(=O)N(Cc1cccnc1)C2	-1.7	-3.0	-17.0	8.3	-5.3	-20.2	0.0	2.5
Cn1c(=O)c2c(nc(NCc3ccc4c(c3)OCO4)n2Cc2ccccc2F)n(C)c1=O	1.1	-2.3	21.8	5.2	14.2	-8.1	42.3	6.2
Oc1ccc(/C=N/N=C/c2ccc(O)c(O)c2)cc1O	1.7	2.1	43.8	-10.9	-5.4	-97.2	2.9	1.6

(cont.)
SMILES	SENP7 inh	HKDC1 inh	Jurkat NFkB inh	UBC13 inh	Apaf1 inhib	697 NFkB inh	Gli-Sufu antag	SENP8 block
O=C(NCCCn1ccnc1)c1ccccc1Cl	-0.7	3.1	6.6	4.0	-7.4	3.6	2.1	1.5
CCN(C(=O)COC(=O)c1ccc(OCc2c(C)noc2C)cc1)c1ccccc1	-1.4	-3.8	-5.7	9.9	10.2	-14.2	2.3	-4.8
CCOc1ccc(S(=O)(=O)Nc2ccc(S(=O)(=O)N3CCCCC3)cc2)cc1	1.4	-0.4	12.5	-1.9	10.6	16.6	4.4	-0.1
CCSc1nc2ccccc2n1C(=O)/C=C/c1ccc(OC)c(OC)c1	10.0	14.1	42.8	3.9	11.4	-167.8	7.9	-3.4
CCCOc1ccccc1C1CC(=O)Nc2cc3c(cc21)OCO3 (configuration not stated)	3.6	7.5	58.3*	-2.2	38.9	-21.1	52.0	-2.6
Cc1ccc(NC(=O)N/C=C/c2ccco2)cc1C	1.4	3.2	-20.3	-1.8	7.8	-19.5	0.0	12.3
Cc1cc(C)c(S(=O)(=O)N2CCC(C(=O)NCc3ccncc3)CC2)c(C)c1	0.0	-6.2	2.8	-0.1	-17.8	1.2	22.9	-0.3
O=C(CSc1nnc(SCc2ccc(Cl)cc2)s1)N1CCN(C(=O)c2ccco2)CC1	-1.4	0.1	-2.1	2.3	20.2	0.7	-2.8	-11.1
COc1cc(OC)cc(-c2c(C#Cc3ccsc3)c3cc(-c4cccc5[nH]cc(C=O)c45)ccc3n2C)c1	-4.3	5.8	0.2	-25.7	16.2	0.0	7.0	-17.2
CC(C)Cc1ccc(C(C)C(N)=Nc2ccc(O)cc2)cc1 (configuration not stated)	-1.9	-3.5	35.5	16.6	-21.8	-5.9	2.3	6.3
CCOc1ccc(-n2c(C)cc(/C=N\NC(=O)CC(=O)NC3CCCCC3)c2C)cc1	3.0	-4.2	4.4	4.2	19.2	17.6	10.7	-1.9
CC1CCCCC1NC(=O)c1ccc(NC2=NC3CS(=O)(=O)CC3S2)cc1 (configuration not stated)	1.6	-2.8	15.5	-8.2	0.9	-5.9	36.4	3.0
Cc1cccc(NC(=O)CNC(=O)CN2C(=O)NC3(CCCc4ccccc43)C2=O)c1C (configuration not stated)	-5.0	-4.3	-4.2	1.1	-6.2	10.5	-3.6	-3.0
COC(=O)CSc1nc2sc3c(c2c(=O)n1-c1ccc(OC)cc1)CCN(C)C3	5.7	-2.0	-6.7	1.9	3.7	-8.5	-5.8	-2.8
O=C(Nc1ccc(SC(F)F)cc1)c1ccc2nccnc2c1	-3.7	4.1	-37.1	-4.7	7.7	-161.3	26.3	-7.3
CC(=O)c1ccc(OCc2ccccc2)c(C)c1O	-5.6	1.8	-35.4	9.7	20.2	2.4	-53.9	4.6
CC(NC(=O)c1cc(S(=O)(=O)N(C)C)ccc1Cl)C1CC2CCC1C2 (configuration not stated)	2.0	8.5	14.3	2.2	3.2	7.2	13.2	0.8
Cc1ccc(NC(=O)Nc2cccs2)cc1	26.1	3.8	-28.8	7.8	-3.4	-24.4	18.0	55.2*
Cc1ccccc1NC(=S)N1CCCC(c2nc3ccccc3[nH]2)C1 (configuration not stated)	5.0	-9.3	7.6	3.9	-3.4	13.0	-2.0	-2.9
C/C(=N\NC(=S)NCCc1ccccc1)c1ccc(C#N)cc1	-0.8	-6.0	5.1	3.4	8.6	11.4	3.6	4.4
CC1CC(C)CN(S(=O)(=O)N2CCCC(C(=O)NC(C)c3ccccc3)C2)C1 (configuration not stated)	3.9	-1.5	-5.8	1.9	-7.2	10.8	7.1	-0.2
Cc1cc(C)cc(N(C(C)C(=O)NC2CCCC2)S(C)(=O)=O)c1 (configuration not stated)	4.6	-1.6	-10.6	-4.2	-14.3	-12.1	1.9	3.1
CCCCN(C(=O)CSc1nc2ccccc2n1CC)C1CCS(=O)(=O)C1 (configuration not stated)	8.9	-6.3	0.5	6.8	-2.2	-0.6	1.6	5.2
O=Cc1ccc(N2CCCC2)c(F)c1	1.6	-4.0	-1.7	3.1	-1.4	13.8	-13.1	-2.8
O=c1cc(-c2ccc(O)cc2)oc2c(-c3c(O)cc(O)c4c(=O)cc(-c5ccc(O)cc5)oc34)c(O)cc(O)c12	7.0	-4.7	-5.6	-14.2	-11.5	30.2	34.3	3.3
SMILES	SENP7 inh	HKDC1 inh	Jurkat NFkB inh	UBC13 inh	Apaf1 inhib	697 NFkB inh	Gli-Sufu antag	SENP8 block
CC1CCCCN1C(=O)Cc1ccc(Cl)cc1 (configuration not stated)	-3.6	-4.1	-6.9	13.9	-3.3	0.8	-11.6	-1.5
CC(C)[C@H](NC(=O)N1CCn2c1nc1ccccc12)C(=O)NCc1ccco1	1.4	-1.6	9.1	0.6	-4.3	13.9	0.8	5.1
Cc1ccccc1-c1noc(CCC(=O)NC2CCCCC2)n1	2.4	-4.6	11.0	-1.1	3.6	-7.2	22.1	-2.0
CCOC(=O)c1c(C)[nH]c(C(=O)OCC(=O)NC2CCS(=O)(=O)C2)c1C (configuration not stated)	11.1	-2.9	-28.2	6.3	5.5	-19.3	-10.2	-3.1
CC(C)Oc1ccc(CNCC2(O)CCOC(C)(C)C2)cc1 (configuration not stated)	1.1	-3.2	-8.7	0.1	2.3	6.9	10.1	-3.1
O=C(/C=C\N1CCOCC1)c1ccc(Br)cc1	-1.1	0.7	-30.1	-10.1	-16.4	-37.1	-7.1	-0.2
Cc1ccc(C(=O)NC2CCN(CCCC(=O)c3ccc(F)cc3)CC2)cc1	-7.0	-7.0	9.1	5.0	4.4	-0.3	-12.8	-5.7
C[C@H]1[C@H](C)CC[C@]2(C(=O)O)CC[C@]3(C)C(=CC[C@@H]4[C@@]5(C)C[C@@H](O)[C@H](O)C(C)(C)[C@@H]5CC[C@]43C)[C@H]12	-2.5	-4.4	4.3	-2.6	-11.7	22.3	-13.1	20.7
COc1cccc(-n2nnc3c(=O)n(Cc4c(F)cccc4Cl)cnc32)c1	3.5	-2.5	-10.0	-6.9	-12.5	-29.4	-14.0	0.1
Cn1c(NC(=O)c2cccs2)c(-c2cccs2)c(=O)c2ccccc21	-2.5	-12.6	2.5	-10.5	-2.4	18.7	4.3	3.9

Some entries already given with just SENP8 block and 697 NFkB inh:
| mol | SENP8 block | 697 NFkB inh |
| --- | --- | --- |
| COc1cccc(-n2nnc3c(=O)n(Cc4c(F)cccc4Cl)cnc32)c1 | 0.1 | -29.4 |
| Cn1c(NC(=O)c2cccs2)c(-c2cccs2)c(=O)c2ccccc21 | 3.9 | 18.7 |

Compound activity deposited in PubChem BioAssay by Sanford-Burnham Center for Chemical Genomics.
